Screening data deposited in PubChem by several laboratories.
Cardio protect = protects H9c2 cardiomyocytes from peroxide injury; 0.63% of 360,000 active; H2O2 injury protection, ATPLite, 2 h; protection from H2O2 cell death, % at 20 µM;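 active means compounds giving at least 50% protection of heart cells from peroxide-induced death in the single-dose screen, raw or plate-pattern-corrected value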;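 further: 0% = DMSO wells with peroxide and 100% = DMSO wells without peroxide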
CaV13 ICDI inh = Disruptors of the CACNA1D IQ motif to Ca2+-dependent inactivation inhibitor domain association, primary screening, Förster resonance energy transfer in intact living …; inhibition, % at 12.3 µM; 0.098% of 340,000 active; AID 743397; HEK cells, CFP/YFP FRET ICDI-IQ, plate reader, 10 min; percent FRET-ratio fall versus neutral wells;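 active means mean replicate inhibition of at least 30% and at least 1% of replicates passing that level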;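 further: 0% = median of the neutral control wells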
PDI turbidity = PDI (human) enzyme inhibition. P07237. inhibition, % at 10 µM. 0.052% of 350,000 active. PDI insulin aggregation turbidity, A650, 90 min;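 active means mean inhibition across replicates of 30% or more, whatever share of single replicates reach that level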;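 further: absorbance from insulin aggregation driven by PDI reduction with DTT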
ABCB6 inh 2 = blocks the human ABCB6 transporter; K562-ABCB6 porphyrin accumulation, flow cytometry, 1 h; stronger effect = lower value; fluorescence ratio to DMSO, % at 10 µM; 0.19% of 360,000 active; AID 602162;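 active means fluorescence ratio to DMSO below 75%, the collection mean minus 3 SD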;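 further: signal is porphyrin accumulated inside mitochondria; 100% equals median channel fluorescence of DMSO control wells; lower ratio means ABCB6 inhibition with less porphyrin fluorescence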
MC4R barr agon = agonists of human melanocortin 4 receptor (MC4R) beta-arrestin. U2OS MC4R beta-arrestin complementation, luminescence; percent of melanotan II response, DMSO zero. activation, % at 8.9 µM. P32245. AID 540308. 0.98% of 360,000 active;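 active means activation above a per-plate cutoff, the mean activation of sample wells on that plate plus 3 SD, cut at about 8% in these data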
Target sequence (P32245 whole entry, looked up): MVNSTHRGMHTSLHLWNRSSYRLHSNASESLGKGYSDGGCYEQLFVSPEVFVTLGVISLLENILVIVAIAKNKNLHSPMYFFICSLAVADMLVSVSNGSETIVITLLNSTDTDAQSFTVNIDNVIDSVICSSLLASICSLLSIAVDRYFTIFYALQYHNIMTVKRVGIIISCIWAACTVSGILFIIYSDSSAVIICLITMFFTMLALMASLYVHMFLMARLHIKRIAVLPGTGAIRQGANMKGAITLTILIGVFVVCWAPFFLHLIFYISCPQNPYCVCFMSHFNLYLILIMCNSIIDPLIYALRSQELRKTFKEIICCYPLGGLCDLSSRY
Exocytosis inh = blocks lytic granule exocytosis; TALL-104 LAMP-1 surface exposure, flow cytometry; cells stimulated with thapsigargin and PMA; inhibition, % at 10 µM; 0.66% of 360,000 active; AID 651702;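 active means inhibition above about 55%, limit read from the data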
m5-HT2A agonist = activates the mouse 5-HT2A serotonin receptor; P35363; AID 624169; 0.66% of 360,000 active; activation, % at 7.6 µM; CHO-K1 mHTR2A beta-arrestin complementation, luminescence; percent of 30 µM serotonin response;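 active means activation above a run cutoff, the mean activation of all tested compounds plus 3 SD, cut at about 14% in these data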;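 further: 0% = plate median of compound wells and 100% = 30 µM serotonin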
Target sequence (P35363 whole entry, looked up): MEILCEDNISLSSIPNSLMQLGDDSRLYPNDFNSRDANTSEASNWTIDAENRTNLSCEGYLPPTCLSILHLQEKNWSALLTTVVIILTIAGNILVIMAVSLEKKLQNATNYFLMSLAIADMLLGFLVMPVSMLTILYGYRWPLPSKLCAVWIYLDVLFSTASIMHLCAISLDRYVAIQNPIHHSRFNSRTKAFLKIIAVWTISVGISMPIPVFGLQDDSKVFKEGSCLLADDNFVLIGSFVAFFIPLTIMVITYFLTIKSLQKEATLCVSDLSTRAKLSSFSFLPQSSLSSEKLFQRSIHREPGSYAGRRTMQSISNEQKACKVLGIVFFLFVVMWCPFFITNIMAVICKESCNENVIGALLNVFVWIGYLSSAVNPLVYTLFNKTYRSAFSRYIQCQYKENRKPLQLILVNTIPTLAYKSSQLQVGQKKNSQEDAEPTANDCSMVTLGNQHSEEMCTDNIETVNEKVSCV
Glyco luc inh = N-linked glycosylation inhibition | D54 ERlucT glycosylation luciferase reporter, 24 h; percent of 100 nM tunicamycin response | 0.23% of 360,000 active | reporter increase, % at 12.5 µM;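 active means mean luciferase reporter signal, scaled so untreated is 0 and the glycosylation-blocking control 100, at or above a set limit in every replicate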;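 further: luciferase carries N-glycosylation sites so blocking glycosylation raises the light; 0% = median of neutral control wells and 100% = median of 100 nM tunicamycin wells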
MC4R antagonist = antagonists of human melanocortin 4 receptor (MC4R). P32245. MC4R-expressing cells, MTII-stimulated cAMP, LANCE TR-FRET. inhibition, % at 6.5 µM. 0.48% of 360,000 active. AID 540295;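 active means inhibition above its plate's cutoff, the mean of tested wells on that plate plus 3 SD, cut at about 29% in these data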;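 further: 0% = Melanotan II alone and 100% = Melanotan II plus saturating MCL0020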
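Material: human MC4R-expressing U2OS cells. Probe or stimulus: Melanotan II challenge. Dosing: 6.5 µM single dose. Times: 30-min compound, 1-h challenge, 1-h detection, room temperature. Technique: TR-FRET with Eu-cAMP and labeled anti-cAMP, 671 nm. Replication: singlicate.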
ABHD5 PLIN5 PPI = inhibitors of human ABHD5-perilipin-5 interaction. Q00G26+Q8WTS1. AID 602281. 0.78% of 360,000 active. inhibition, % at 4 µM. Split G. princeps luciferase complementation, luminescence, 4 h;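 active means inhibition above the mean inhibition across every tested compound plus 3 SD, cut at about 22% in these data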;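 further: 0% = DMSO only wells and the 100% control is not disclosed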
* marks the source's active call; other numbers are inactive results; x = no result given. Hits appear at their usual frequency, and some 4.2% of all compounds hit somewhere here.

SMILES | Cardio protect | CaV13 ICDI inh | PDI turbidity | ABCB6 inh 2 | MC4R barr agon | Exocytosis inh | m5-HT2A agonist | Glyco luc inh | MC4R antagonist | ABHD5 PLIN5 PPI
COc1ccc(S(=O)(=O)N2CCCN(CC(=O)C(C)(C)C)CC2)cc1 | 1.8 | -4.3 | -8.3 | 99.0 | -0.8 | -2.7 | -0.2 | -0.2 | -2.0 | 14.2
CN(C)S(=O)(=O)c1ccc2c(c1)C(=NO)c1cc(S(=O)(=O)N(C)C)ccc1-2 | 1.0 | -2.3 | -3.7 | 96.0 | 7.6 | 1.6 | 1.3 | -2.7 | 20.7 | 1.4
NC(=O)c1cc(Cl)ccc1OCC(=O)Nc1ccc2c(c1)OCO2 | -20.4 | -4.7 | 12.0 | 98.0 | -1.3 | 8.7 | -9.1 | -4.8 | 1.1 | 8.0
COCCCNC(=S)NC1CC2CCCC(C1)N2Cc1ccco1 (centres undefined) | -1.6 | -2.1 | -0.7 | 99.0 | -0.5 | -2.6 | 4.4 | 0.6 | 1.2 | -4.1
CCCn1c(N2CCOCC2)nc2c1c(=O)[nH]c(=O)n2C | 1.1 | -8.1 | 4.4 | 97.0 | -0.9 | -3.5 | 4.4 | 4.4 | -0.6 | -2.8
Cc1ccc(-c2nn(-c3ccccc3)cc2C2CC(c3ccccc3)=NN2C(=O)CCC(=O)O)cc1 (centres undefined) | -6.1 | -4.7 | -4.6 | 95.0 | -1.9 | -0.6 | 4.8 | -1.3 | -3.2 | 4.3
CC1CN(C(=S)Nc2ccc(SC(F)F)cc2)CC(C)O1 (centres undefined) | -6.2 | -4.5 | 0.4 | 96.0 | -1.3 | 9.2 | -1.9 | -3.9 | 1.4 | -7.1
O=C(CSc1nc(-c2ccccc2)cc(=O)[nH]1)N1CCc2ccccc21 | -4.6 | -3.7 | 0.5 | 90.0 | -1.2 | -0.6 | 7.8 | 1.6 | -2.1 | -2.1
Cc1ccc(S(=O)(=O)N2CCN(c3ccccc3)CC2)cc1C(N)=O | 2.7 | -4.6 | 1.1 | 90.0 | -1.2 | -8.2 | -1.9 | -0.4 | 8.8 | 3.4
Nc1nc(Cl)nc2ncn(Cc3ccccc3)c12 | -0.2 | -19.4 | 1.3 | 99.0 | 2.4 | -1.8 | 4.2 | -0.9 | 27.5 | 10.5
Nc1ncnc2c1ncn2[C@@H]1O[C@H](CNC(=O)[C@@H](N)Cc2ccc(C(=O)c3ccccc3)cc2)[C@@H](O)[C@H]1O | -2.2 | -6.4 | x | 97.0 | x | 6.0 | -5.0 | 2.8 | x | -6.7
CC(O)(c1cccc(F)c1)c1nc(-c2cc(F)cc(F)c2)cs1 (centres undefined) | -11.7 | -10.0 | 3.1 | 115.0 | 2.8 | 4.7 | 1.2 | -2.7 | 9.5 | -16.6
O=C(CCC(=O)c1ccc(Oc2ccccc2)cc1)Nc1ccc(Cl)cc1Cl | -12.3 | -15.5 | 21.3 | 94.0 | 0.8 | -1.2 | -0.5 | -0.8 | 1.8 | -3.3
CC(C)(O)C#Cc1ccc(C(=O)N2CCN(c3ccc(F)cc3)CC2)cc1 | 2.2 | -5.3 | 2.2 | 91.0 | 0.8 | -0.1 | 0.0 | 0.1 | 6.8 | -5.5
N#Cc1ccc(OCc2nnc3n2CCCCC3)cc1 | 2.3 | -4.5 | -6.3 | 105.0 | 1.4 | -2.0 | 6.1 | -2.2 | 4.2 | -8.5
O=C(COc1ccccc1)N1CCN(S(=O)(=O)c2cccc([N+](=O)[O-])c2)CC1 | 0.1 | x | 2.6 | 95.0 | -0.6 | -3.7 | 3.4 | 2.5 | 19.8 | -2.8
COc1ccc(CN2CCN(C3CCC3)CC2CCO)c(C)c1C (centres undefined) | -3.3 | -2.9 | 2.1 | 101.0 | -1.8 | 11.4 | -8.6 | -0.8 | -0.3 | 3.3
O=C(CNS(=O)(=O)c1ccccc1)NCC(=O)OCc1ccc(Br)cc1 | 5.7 | -2.6 | -1.1 | 102.0 | -4.0 | -6.0 | -0.1 | 1.2 | 16.9 | -5.4
Cc1cccc(Nc2c(-c3ccc(O)cc3)nc3ncccn23)c1 | -3.6 | -22.7 | -2.3 | 93.0 | -0.2 | -2.2 | -2.1 | 2.7 | -3.4 | 4.6
O=C1C(Cl)=C(NCCCN2CCOCC2)C(=O)N1CCc1ccccc1 | 4.6 | -6.6 | 4.3 | 107.0 | 0.0 | -1.0 | -13.2 | -2.0 | 7.4 | -7.9
O=C(Nc1cccc(S(=O)(=O)N2CCOCC2)c1)c1cnn2c(C(F)F)cc(-c3ccccc3)nc12 | 14.4 | 2.7 | 3.3 | 99.0 | -2.7 | -0.9 | 5.2 | -3.0 | 13.2 | -3.0
Cc1cc(Nc2cccc(F)c2)n2nc(C)nc2n1 | 16.3 | -2.5 | x | 97.0 | 0.2 | 4.7 | 2.9 | -1.6 | 11.7 | 4.5
O=C(COC(=O)Cn1cnc2ccccc2c1=O)Nc1ccc2c(c1)OCO2 | 4.4 | 1.1 | -0.7 | 106.0 | -0.7 | -1.0 | 1.6 | 3.1 | 0.5 | -1.2
COC(=O)/C=c1/s/c(=C(/C#N)C(=O)N2CCCCC2)n(-c2ccccc2)c1=O | 12.6 | -5.7 | 6.2 | 104.0 | 1.7 | 3.1 | 2.6 | 2.8 | 25.8 | -6.4
CCC(C)(C)NC(=O)C(OC(=O)c1cc2sccc2n1C)c1ccc(OC)cc1 (centres undefined) | -9.3 | x | 1.2 | 96.0 | 2.7 | -0.3 | 0.8 | -1.4 | 5.7 | -0.8

More records
SMILES | Cardio protect | CaV13 ICDI inh | PDI turbidity | ABCB6 inh 2 | MC4R barr agon | Exocytosis inh | m5-HT2A agonist | Glyco luc inh | MC4R antagonist | ABHD5 PLIN5 PPI
CC(NS(=O)(=O)c1ccc2c(c1)OCCO2)c1ccccc1 (centres undefined) | 1.0 | -7.8 | 2.2 | 97.0 | -0.2 | 4.9 | -4.8 | 1.0 | 3.6 | -2.5
CCN1C(=O)/C(=C\c2nc3ccccc3c(=O)n2-c2ccccc2)c2ccccc21 | 16.5 | -2.4 | 3.5 | 97.0 | -1.2 | 0.6 | -1.5 | 16.1 | -2.5 | 5.4
O=C(CSc1ncccn1)N/N=C/c1ccc(OC2CSC2)cc1 | -3.8 | -6.5 | -5.6 | 88.0 | -2.8 | 8.3 | -0.4 | -5.4 | 16.6 | -4.3
Cc1ccccc1Cc1c(C)nc2c(C(=O)NCc3ccco3)cnn2c1C | 14.8 | -9.1 | -15.9 | 70.0* | -4.0 | 13.4 | -4.3 | 4.0 | 12.9 | 21.1
CC1(C)CC(=O)C=C(c2cccc(Br)c2)C1 | 0.1 | -7.0 | -2.4 | 98.0 | 2.0 | -1.8 | 3.3 | -1.7 | 5.9 | 3.7
O=C(Nc1ccc(NC(=O)c2cccs2)cc1)c1ccco1 | 2.2 | -4.5 | 11.7 | 91.0 | -2.2 | -0.2 | 0.4 | -0.9 | 0.3 | -3.6
CC(C)[C@H](NC(=O)c1ccccc1)C(=O)OCC(=O)/C=C1/N(C)c2ccccc2C1(C)C | -27.9 | -1.2 | -7.5 | 237.0 | 1.9 | 20.8 | -0.8 | -1.5 | 9.0 | -2.1
Cc1cccc(C)c1NS(=O)(=O)c1c(C(=O)N2CCCCC2)c(C)n(C)c1C | -0.7 | -2.2 | -4.7 | 95.0 | -1.9 | -5.6 | 5.7 | -1.4 | 18.4 | -6.0
COc1ccc(-c2cc(C)nc3c(-c4ccccc4)cnn23)cc1 | -25.7 | -9.3 | -7.3 | 101.0 | -2.3 | 1.8 | -8.5 | -15.9 | -0.9 | -13.8
CC(C)C(=O)Nc1cccc(NC(=S)NC(=O)C(c2ccccc2)c2ccccc2)c1 | 1.4 | -2.5 | -11.3 | 102.0 | -2.9 | 15.9 | 2.2 | 4.6 | 3.2 | 6.4
CCOC(=O)c1cc(-c2ccccc2)sc1NC(=O)CSc1nnc(N)s1 | -4.4 | 96.4* | -0.6 | 95.0 | 10.5* | 10.2 | -2.4 | 2.6 | 23.0 | -0.9
O=c1oc2c(O)cccc2cc1-c1nc2ccccc2[nH]1 | -19.7 | 33.7* | 18.5 | 98.0 | 2.6 | 24.9 | -0.7 | -9.4 | -10.2 | -7.2
Cc1c(CN(C)Cc2cn(C)nc2-c2ccccc2F)[nH]c2ccccc12 | -6.4 | -6.2 | -10.3 | 99.0 | -0.1 | -3.3 | -1.7 | -3.0 | 4.8 | 9.9
O=C(NCc1ccco1)N1c2ccccc2Sc2ccccc21 | -0.2 | -7.8 | -1.3 | 94.0 | -2.7 | -1.2 | 1.6 | 0.3 | 3.4 | 6.3
O=C(CC1SC(=Nc2ccccc2)N(Cc2ccccn2)C1=O)Nc1ccc(Br)cc1 (centres undefined) | 7.1 | -3.4 | -0.7 | 102.0 | 3.3 | 4.1 | -1.1 | -2.5 | 11.0 | -6.9
COc1ccc(CN2C[C@@H](CO)O[C@@H](n3cnc4c(N(C)C)ncnc43)C2)cc1 | -1.2 | -10.4 | -1.9 | 100.0 | -0.6 | 5.2 | 4.0 | 1.0 | 5.5 | 2.1
Cc1ccc(-n2nc3ccc(NC(=O)c4ccco4)cc3n2)cc1 | -22.6 | -4.7 | 5.1 | 100.0 | 1.1 | 1.0 | -4.0 | -2.6 | 19.6 | -0.2
COc1ccc2c(C)cc(SCC(=O)NCC3CCCO3)nc2c1 (centres undefined) | -3.4 | -14.5 | 29.5 | 103.0 | -1.5 | 4.2 | -5.3 | -0.1 | 1.3 | 13.6
O=C(COC(=O)c1ccccc1[N+](=O)[O-])c1ccc(C2CCCCC2)cc1 | -26.6 | x | -4.5 | 99.0 | -0.4 | 0.3 | -1.5 | -8.8 | 4.8 | -1.9
O=c1[nH]cnc2ccc([N+](=O)[O-])cc12 | 1.0 | -6.1 | -5.2 | 93.0 | -0.2 | -1.0 | 1.9 | 0.8 | 10.4 | -4.3
O=C(C[C@@H]1C/C=C\CCC(=O)OC[C@@H]2CCCN2C1=O)N[C@H](CO)Cc1ccccc1 | 2.0 | -5.3 | 2.8 | 101.0 | 0.4 | 2.5 | 0.2 | -1.3 | 15.4 | 2.5
COc1ccc(-n2c(=S)[nH]c3cc(C(=O)NCc4ccco4)ccc3c2=O)c(OC)c1 | -6.4 | -4.2 | 2.7 | 97.0 | -2.3 | -1.1 | -4.4 | 0.5 | 3.4 | -5.7
CCCn1c(=O)c(C(=O)NNC(=O)Cc2ccccc2)c(O)c2ccccc21 | -3.4 | -6.2 | -36.1 | 94.0 | 1.2 | -2.0 | -1.8 | -0.1 | -4.0 | 0.0
O=C(/C=C/c1cccc([N+](=O)[O-])c1)NC(=S)Nc1cccc(NC(=O)c2ccccc2Cl)c1 | 15.2 | -6.1 | -6.3 | 95.0 | 0.6 | 0.0 | 0.6 | 4.3 | 1.1 | 1.0
